Dengue-2 NS5 capping: Dengue-2 NS5 methyltransferase inhibitors, primary screen, biochemical, confirmation dose response (AID 588689); inhibition, % at 25 µM; hits with a dose series show IC50 in µM; actives 0.3% (n = 340,000); Dengue-2 NS5 methyltransferase capping enzyme assay, biochemical; higher % means a stronger effect; in the data active = a potency from the dose series; inconclusive = inhibition above about 29% without an active follow-up result
WT yeast gro inh: growth inhibition of WT yeast, mitochondrial fusion screen; actives 2.1% (n = 190,000); mitochondrial fusion phenotypic screen, WT strain; inhibition, % at 10 µM; in the data active = inhibition above about 58%; tested in S. cerevisiae
GPR35 antagonists: GPR35 antagonists blocking zaprinast-driven arrestin recruitment, primary screen, imaging, U2OS, beta-arrestin-GFP, zaprinast agonist (AID 2058) | U2OS GPR35 beta-arrestin-GFP translocation imaging, zaprinast antagonism; higher % means a stronger effect | actives 0.052% (n = 290,000) | inhibition, % at 10 µM, or IC50 in µM where a hit was titrated;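 active = inhibition of at least 50% with at least 30 cells and total cytoplasm GFP at most 10,000,000; inconclusive = under 30 cells or total GFP of 10,000,000 plus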
K1F lysis inhibition: inhibition of K1F phage lysis, E. coli UTI89, bacterial capsule biogenesis inhibitors, alamar blue (AID 488966); E. coli UTI89 K1F phage lysis, alamar blue, 2 h; higher % means a stronger effect; inhibition, % at 100 µM; hits with a dose series show IC50 in µM; actives 0.02% (n = 340,000);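 active = phage lysis inhibition, versus mean bacterial control, above a set limit; inconclusive = no clear call, values can overlap the other calls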;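 note: capsule biogenesis inhibitors block K1F phage lysis so surviving cells raise fluorescence; higher fluorescence means more inhibition of phage lysis; actives were called in the ten point dose series up to 300 µM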
LYP inhibition: inhibitors of LYP phosphatase, biochemical, fluorescence intensity, uHTS (AID 1779); recombinant LYP phosphatase, fluorescence intensity; higher % means a stronger effect; inhibition, % at 11.5 µM; hits with a dose series show IC50 in µM; actives 0.054% (n = 290,000); in the data active = inhibition above about 50%;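 note: plate controls were vehicle with enzyme for no effect and no enzyme for full effect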
AID2073: disruptors of CaV2.2 binding to Mint1 – biochemical, HTRF (AID 2073) | HTRF protein-protein interaction, Mint1-CaV2.2; higher % means a stronger effect | one-dose inhibition, % at 20 µM; IC50 in µM for titrated hits | actives 0.19% (n = 290,000); in the data active = inhibition mostly above about 51%, no sharp cut-off; inconclusive = no clear call, values can overlap the other calls; inactive = mostly below about 53%; note: some results filed as inactive read as strong as hits
RSV CPE inhibition: inhibition of RSV-induced cytopathic effect – HEp-2 cells, primary 10 µM value included (AID 2391); HEp-2 cells, RSV-induced CPE inhibition; higher % means a stronger effect; CPE inhibition, % at 10 µM; hits with a dose series show IC50 in µM; actives 0.13% (n = 310,000); in the data active = a potency from the dose series; inconclusive = CPE inhibition mostly from about 23% at the one dose, without a potency; inactive = the rest, 99 in 100 with CPE inhibition below about 21%; note: strong numbers were not always called active
Autophagy mod: autophagy modulation, high-content screen; AID 463193; calls only at 10 µM (by protocol); MEF GFP-LC3 puncta imaging; test concentration mostly 10 µM; actives 0.98% (n = 190,000);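 active = percentage of spot-positive cells more than 3 SD above its plate mean, without a fluorescence outlier flag or 80% toxicity; inconclusive = no clear call, values can overlap the other calls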;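 note: spot-positive cell cutoff set from DMSO-treated cells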
NTR1 ag: NTR1-driven beta-arrestin-GFP spot formation – imaging, U2OS cells, high content, primary screen (AID 493036); activation, % at 20 µM; actives 0.17% (n = 330,000); agonist mode; P30989;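 active = activation at or above 40% of the spot to cytoplasm intensity ratio, with at least 20 cells analyzed; inconclusive = wells under 20 cells, flagged as cytotoxic or low count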;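 note: 0% = DMSO without peptide and 100% = 100 nM NTR1 peptide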
Target sequence (P30989 whole entry, looked up): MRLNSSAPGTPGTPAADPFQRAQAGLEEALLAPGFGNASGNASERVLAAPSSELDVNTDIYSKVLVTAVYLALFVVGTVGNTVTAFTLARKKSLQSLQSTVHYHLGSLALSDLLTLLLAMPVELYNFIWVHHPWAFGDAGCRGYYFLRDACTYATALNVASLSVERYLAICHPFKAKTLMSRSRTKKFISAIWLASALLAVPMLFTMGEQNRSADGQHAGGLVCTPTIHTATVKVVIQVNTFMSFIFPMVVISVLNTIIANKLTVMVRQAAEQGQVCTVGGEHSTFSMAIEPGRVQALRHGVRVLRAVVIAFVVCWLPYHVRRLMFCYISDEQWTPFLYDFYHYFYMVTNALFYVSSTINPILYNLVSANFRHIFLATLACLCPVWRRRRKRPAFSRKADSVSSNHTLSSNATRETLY
WT yeast gro inh mutant strain: recorded beside WT yeast gro inh, whose call it bears; inhibition, %; mitochondrial fusion phenotypic screen, mutant strain inhibition
Autophagy mod cell loss 18 h: recorded beside Autophagy mod, whose call it bears; toxicity, %; measured here: cell loss, nuclei count;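 cell loss after 18 h compound exposure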
NTR1 ag cell count 20 µM: also measured in NTR1 ag; calls as there; cell count; measured here: cell count, cytotoxicity flag
Active calls of the source: *; i = inactive; ? = inconclusive; · = not tested or not shown; [ ] = another dose, or the depositor's remark.

Start of the listing, in advance, 3 compounds:
Every second line gives: Dengue-2 NS5 capping | WT yeast gro inh | WT yeast gro inh mutant strain | GPR35 antagonists | K1F lysis inhibition | LYP inhibition | AID2073 | RSV CPE inhibition | Autophagy mod | Autophagy mod cell loss 18 h | NTR1 ag | NTR1 ag cell count 20 µM
COc1ccc(S(=O)(=O)N2CCN(C(=O)N(C)C)C2C)cc1 (stereo not given)
→ -6% | · | · | 13% | 0.4% | -7% | 6% | 1.3% | · | · | -0.5 | 48
COc1ccc(C2Nc3ccccc3C(=O)N2Cc2ccccc2)cc1Cn1nnc2ccccc21 (stereo not given)
→ -1% | 1 | -16 | 10% | 3.9% | 2% | 26% | 6.1% | i | 6 | 2.7 | 41
O=C1c2ccccc2C(=O)N1CCCCSc1nnc(-c2ccc(OC(F)F)cc2)o1
→ 5% | 3 | 11 | 3% | 4.4% | -3% | 6% | 5.0% | i | 4 | 3.7 | 99

The listing, from the first entry:
Every second line gives: Dengue-2 NS5 capping | WT yeast gro inh | WT yeast gro inh mutant strain | GPR35 antagonists | K1F lysis inhibition | LYP inhibition | AID2073 | RSV CPE inhibition | Autophagy mod | Autophagy mod cell loss 18 h | NTR1 ag | NTR1 ag cell count 20 µM
COc1ccc(S(=O)(=O)N2CCN(C(=O)N(C)C)C2C)cc1 (stereo not given)
→ -6% | · | · | 13% | 0.4% | -7% | 6% | 1.3% | · | · | -0.5 | 48
COc1ccc(C2Nc3ccccc3C(=O)N2Cc2ccccc2)cc1Cn1nnc2ccccc21 (stereo not given)
→ -1% | 1 | -16 | 10% | 3.9% | 2% | 26% | 6.1% | i | 6 | 2.7 | 41
O=C1c2ccccc2C(=O)N1CCCCSc1nnc(-c2ccc(OC(F)F)cc2)o1
→ 5% | 3 | 11 | 3% | 4.4% | -3% | 6% | 5.0% | i | 4 | 3.7 | 99
O=C(NCc1ccccc1)c1ccc(C2SCC(=O)N2Cc2ccccc2)cc1 (stereo not given)
→ 0% | 21 | -13 | 9% | -0.7% | -10% | 0% | 2.0% | i | -2 | -0.3 | 51
Cc1nc2ccc(NC(=O)c3cncc(Br)c3)cc2s1
→ 1% | · | · | -3% | 0.2% | 1% | 8% | 3.0% | · | · | 4.7 | 65
O=S(=O)(c1ccccc1F)N1CCCc2ccccc21
→ -3% | · | · | 5% | 0.0% | -2% | 28% | 7.0% | · | · | 1.3 | 99
CSc1ccccc1NC(=O)CSc1nncs1
→ -9% | -23 | 13 | 3% | -1.3% | 2% | 11% | -1.5% | i | -1 | -0.5 | 44
O=C(C1=C(O)C(=O)N(CCN2CCOCC2)C1c1cccnc1)c1cc2ccccc2o1 (stereo not given)
→ -6% | 9 | 26 | 1% | 0.8% | 1% | 9% | 1.1% | i | -8 | 0.5 | 81
CCc1ccccc1NC(=S)N1CCCCCC1
→ 0% | · | · | -11% | 0.0% | -6% | 5% | 0.7% | · | · | -0.4 | 53
COc1ccc([N+](=O)[O-])cc1NS(=O)(=O)c1ccc(C(=O)N2CCCC2)cc1
→ -7% | · | · | · | 2.6% | · | · | 0.2% | · | · | 0.1 | 58
CCC(C)c1ccc(S(=O)(=O)N2CCN3CCCC3C2)cc1 (stereo not given)
→ -4% | · | · | 10% | 0.2% | -10% | -5% | 0.5% | · | · | -0.6 | 55
C=CCOc1ccc(/C=C/C(=O)OCC(=O)N2CCCc3ccccc32)cc1
→ -6% | · | · | · | 0.6%[50 µM] | · | · | 0.0% | · | · | 0.1 | 93
Cc1ccc(C=C2C(=O)c3ccccc3C2=O)o1
→ 2% | -13 | -1 | -10% | 0.0% | -8% | 20% | 1.6% | i | -3 | 1.0 | 40
NCC(=O)CCC(=O)O
→ -7% | · | · | · | 3.1% | · | · | -1.1% | · | · | -0.2 | 47
Cc1cccc2cc(CN(Cc3ccco3)C(=O)c3ccncc3)c(=O)[nH]c12
→ 11% | 7 | 5 | -12% | -0.7% | -2% | 30% | -1.2% | i | -8 | -0.8 | 39
OCCNc1nc(N2CCOCC2)nc(N2CCOCC2)n1
→ -1% | -24 | -5 | 10% | 0.2% | 0% | 10% | -0.9% | i | -15 | 0.1 | 50
Cc1cc(OCC(=O)N[C@@H](Cc2c[nH]c3ccccc23)C(=O)O)c2c(C)c(C)c(=O)oc2c1
→ 6% | · | · | 1% | -0.6% | -6% | 4% | 0.9% | · | · | -2.5 | 88
COc1cccc2c(=O)n(CC(=O)N3CCCc4ccccc43)ccc12
→ -1% | -1 | -6 | 6% | 4.8% | -11% | -1% | 3.8% | i | 10 | 0.2 | 48
COc1ccc(/C=C2/C(=O)N(c3c(F)c(F)c(F)c(F)c3F)N=C2C)cc1
→ 27% | · | · | 2% | 0.1% | -7% | 2% | 0.6% | · | · | 0.7 | 59
O=C(Nc1ccc(Cl)cn1)c1cccnc1
→ -6% | 5 | -5 | 2% | 5.7% | -2% | 9% | 1.9% | i | 0 | -0.8 | 54
O=C(O)C1C2CC2CN1C(=O)c1ccc(Cl)cc1Cl (stereo not given)
→ · | 1 | 4 | -8% | · | 0% | 5% | 3.3% | i | 20 | 3.7 | 31
CCc1ccc(Nc2ncc3c(n2)CC(c2ccc(OC)cc2)CC3=O)cc1 (stereo not given)
→ 5% | -20 | -6 | -8% | 0.3% | 10% | 5% | 0.6% | i | -6 | 1.8 | 74
Cc1nc(NC2CCCCC2)c2nnn(Cc3ccccc3Cl)c2n1
→ -2% | · | · | -1% | -2.5% | -6% | -3% | 11% | · | · | 5.5 | 48
O=C(COC(=O)c1cc(-c2ccccn2)nc2ccccc12)Nc1ncc(C(F)(F)F)cc1Cl
→ -12% | · | · | 17% | -0.1% | -9% | 1% | 0.2% | · | · | 5.1 | 54
C/C(=N/NC(=O)c1ccco1)c1cccnc1
→ -4% | -2 | 6 | -10% | 0.0% | -1% | ? | 0.8% | i | 1 | 0.6 | 100
Cc1ccnc2nc(C(=O)OCC(=O)NCCc3ccccc3)nn12
→ 0% | -12 | -14 | -2% | -1.4% | -4% | 3% | 0.2% | i | 1 | 1.4 | 44
O=C(N/N=C/C=C/c1ccccc1[N+](=O)[O-])c1cc(-c2cccnc2)nc2ccccc12
→ 1% | -1 | 19 | -4% | 0.3% | 1% | 27% | 6.9% | i | -31 | 1.3 | 85
O=C(CNS(=O)(=O)c1ccccc1)Nc1ccc(F)cc1F
→ 3% | · | · | -8% | -0.6%[50 µM] | -7% | 3% | 1.2% | · | · | -0.8 | 69
Brc1ccc2nc(-c3ccncc3)c(NC3CCCC3)n2c1
→ -1% | -4 | -3 | -3% | 0.0% | -3% | -14% | 1.9% | i | 18 | 2.5 | 28
CC(=O)c1ccc2c(c1)C1C=CCC1C(c1ccc(S(=O)(=O)N3CCOCC3)cc1)N2 (stereo not given)
→ 12% | -3 | 11 | 2% | 7.3% | 16% | 72% | 23µM* | i | -12 | · | ·
Cc1ccccc1C(=O)N1CCC(C(=O)N2CCN(S(=O)(=O)c3ccccc3F)CC2)CC1
→ -4% | 13 | 0 | -6% | -0.1% | 0% | -14% | 1.4% | i | -4 | 0.4 | 60
COc1ccc([C@H]2[C@@H](C#N)[C@H](C#N)N3CCCN23)cc1
→ -7% | -13 | -14 | 13% | 3.9% | -6% | 15% | 1.1% | i | -5 | 1.3 | 102
COCCCNC(=O)c1ccccc1N(Cc1ccccc1)S(=O)(=O)c1ccc(OC)cc1
→ 0% | · | · | 6% | -2.0% | -6% | -6% | 3.0% | · | · | 0.2 | 60
CCC(=O)NNc1cccc(Cl)n1
→ -1% | 5 | 0 | 7% | 0.3% | -2% | -7% | 0.3% | i | -30 | 0.4 | 60
CCOCCn1c(CN2CCN(C)CC2)nc2c1c(=O)n(C)c(=O)n2C
→ 2% | · | · | -6% | 2.9% | -8% | -2% | 0.5% | · | · | 0.6 | 72
O=C(CCSc1ccc(Cl)cc1)N1CCN(c2ccc(O)cc2)CC1
→ 7% | · | · | 2% | 0.8%[50 µM] | -1% | -44% | -0.3% | · | · | 0.9 | 65
CC(C)NC(=O)NC(=O)COC(=O)c1cc[n+]([O-])cc1
→ -9% | -14 | 13 | -1% | 0.0% | -6% | 4% | 0.5% | i | 11 | 1.1 | 74
NNC(=O)c1nc(-c2cccc(-n3cccc3)c2)no1
→ -6% | · | · | -6% | 4.7% | -2% | 17% | 2.6% | · | · | 5.2 | 56
O=C1OCC(CO)(CO)N=C1NNc1ccccc1Cl
→ 2% | 29 | 25 | -4% | -0.5% | -6% | -12% | 16% | i | -4 | 1.2 | 48
CCc1ccc(NC(=O)C(C)OC(=O)c2ccc(NS(=O)(=O)c3ccc(C)c([N+](=O)[O-])c3)cc2)cc1 (stereo not given)
→ -1% | -4 | -9 | -3% | -0.5%[50 µM] | 6% | 15% | 16% | i | 2 | 0.4 | 60
O=C(CN1CCCC1)NC(c1ccccc1)c1ccccc1
→ · | · | · | 15% | -1.0% | -8% | 12% | 0.5% | · | · | -0.6 | 66
CN(CCOC(=O)C1c2ccccc2Oc2ccccc21)C(C)(C)C
→ -7% | 6 | -5 | 13% | 1.1% | -6% | -5% | 0.4% | i | 4 | 0.8 | 75
CCCNC(=O)c1ccc(N2CC3CC(C2)c2cccc(=O)n2C3)c(NC(=O)Nc2ccc(CC)cc2)c1 (stereo not given)
→ -14% | · | · | -2% | 0.6% | 0% | 30% | 2.7% | · | · | 1.0 | 62
CCOC(=O)c1ccc(NC(=O)C2C3CCCCC32)cc1 (stereo not given)
→ -2% | · | · | 0% | 0.7% | -2% | 4% | ? | · | · | 1.3 | 58
CCc1cc(=O)n2c([nH]c3ccccc32)c1C#N
→ 11% | 9 | -36 | -7% | -0.6% | -11% | 17% | 0.0% | i | 20 | -0.3 | 38
COc1ccc(OC)c(S(=O)(=O)N2CCCC(C(=O)NCCc3ccccc3)C2)c1 (stereo not given)
→ -3% | · | · | 4% | -0.1%[50 µM] | -8% | 4% | 1.4% | · | · | 1.9 | 60
O=C(Nc1nc(-c2ccccc2)cs1)c1ccc(Br)o1
→ -4% | 63* | 51* | 11% | 1.6% | 0% | -16% | -3.0% | i | -61 | 0.9 | 36
Cc1nccn1CCN(C)Cc1cn(Cc2ccccc2)nc1-c1ccc2c(c1)OCO2
→ -5% | 5 | 9 | -8% | 2.1% | -1% | -1% | -1.0% | i | -2 | -0.2 | 37
O=C(O)/C=C/C(=O)Nc1ccc2c(c1)NC(=O)CO2
→ -7% | 4 | 0 | -3% | -1.0% | -6% | 3% | -0.7% | i | -3 | 1.1 | 59
CCCCN(CCCC)CCCNC(=O)c1ccc2nc(-c3ccccc3NC(C)=O)c(=O)[nH]c2c1
→ -7% | 5 | 0 | -9% | -1.3% | -6% | -9% | -0.1% | i | 19 | 1.3 | 36

High-throughput results as filed in PubChem.

Not a hit list. About 2.6% of those tested had a hit in this group.
